From PubChem
dFosB activator: enhances mouse delta FosB homodimer DNA binding | actives 0.99% (n = 340,000) | P13346 | activation, % at 25 µM | purified delta FosB, TAMRA-CDK5 oligo fluorescence polarization; percent of positive-control signal above neutral wells;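 active = mean activation above about 17%, with every replicate also reaching it, limit read from the data, passing the limit was not always enough; inconclusive = only one of the two conditions met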;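 note: fluorescence polarization rise as delta FosB binds a TAMRA Cdk5 AP-1 oligo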
PKA-R1A act: activators of PKA-R1A complex; PKA-R1A dissociation, Cy5-IP20 fluorescence polarization; scaled: DMSO 0%, 113 µM cGMP 100%; actives 0.083% (n = 340,000); activation, % at 11.4 µM; AID 504707;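 active = percent activation above the mean of all tested compounds plus 3 SD, cut at about 19% in these data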;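 note: higher means more PKAc released from R1A so a rise in polarization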
MITF TRPM1 HTS: MITF TRPM1 promoter activation in melanoma cells | actives 0.75% (n = 300,000) | SK-MEL-5 TRPM1-promoter luciferase, 24 h; % of positive control, neutral wells = 0 | AID 588334 | activation, % at 12.5 µM;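 active = mean activation of at least 80% with every replicate also reaching 80%; inconclusive = mean reaches 80% but some replicate falls short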;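 note: 0% = neutral control wells and 100% = parthenolide positive control wells; values of inactives mirror those of a sister screen read the other way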
NSD2 inh: NSD2 (human) methyltransferase inhibition; NSD2 peptide methylation, AlphaScreen, 120 min; inhibition, % at 12.5 µM; actives 0.54% (n = 310,000); in the data active = inhibition above about 50%
Target sequence (O96028 whole entry, looked up): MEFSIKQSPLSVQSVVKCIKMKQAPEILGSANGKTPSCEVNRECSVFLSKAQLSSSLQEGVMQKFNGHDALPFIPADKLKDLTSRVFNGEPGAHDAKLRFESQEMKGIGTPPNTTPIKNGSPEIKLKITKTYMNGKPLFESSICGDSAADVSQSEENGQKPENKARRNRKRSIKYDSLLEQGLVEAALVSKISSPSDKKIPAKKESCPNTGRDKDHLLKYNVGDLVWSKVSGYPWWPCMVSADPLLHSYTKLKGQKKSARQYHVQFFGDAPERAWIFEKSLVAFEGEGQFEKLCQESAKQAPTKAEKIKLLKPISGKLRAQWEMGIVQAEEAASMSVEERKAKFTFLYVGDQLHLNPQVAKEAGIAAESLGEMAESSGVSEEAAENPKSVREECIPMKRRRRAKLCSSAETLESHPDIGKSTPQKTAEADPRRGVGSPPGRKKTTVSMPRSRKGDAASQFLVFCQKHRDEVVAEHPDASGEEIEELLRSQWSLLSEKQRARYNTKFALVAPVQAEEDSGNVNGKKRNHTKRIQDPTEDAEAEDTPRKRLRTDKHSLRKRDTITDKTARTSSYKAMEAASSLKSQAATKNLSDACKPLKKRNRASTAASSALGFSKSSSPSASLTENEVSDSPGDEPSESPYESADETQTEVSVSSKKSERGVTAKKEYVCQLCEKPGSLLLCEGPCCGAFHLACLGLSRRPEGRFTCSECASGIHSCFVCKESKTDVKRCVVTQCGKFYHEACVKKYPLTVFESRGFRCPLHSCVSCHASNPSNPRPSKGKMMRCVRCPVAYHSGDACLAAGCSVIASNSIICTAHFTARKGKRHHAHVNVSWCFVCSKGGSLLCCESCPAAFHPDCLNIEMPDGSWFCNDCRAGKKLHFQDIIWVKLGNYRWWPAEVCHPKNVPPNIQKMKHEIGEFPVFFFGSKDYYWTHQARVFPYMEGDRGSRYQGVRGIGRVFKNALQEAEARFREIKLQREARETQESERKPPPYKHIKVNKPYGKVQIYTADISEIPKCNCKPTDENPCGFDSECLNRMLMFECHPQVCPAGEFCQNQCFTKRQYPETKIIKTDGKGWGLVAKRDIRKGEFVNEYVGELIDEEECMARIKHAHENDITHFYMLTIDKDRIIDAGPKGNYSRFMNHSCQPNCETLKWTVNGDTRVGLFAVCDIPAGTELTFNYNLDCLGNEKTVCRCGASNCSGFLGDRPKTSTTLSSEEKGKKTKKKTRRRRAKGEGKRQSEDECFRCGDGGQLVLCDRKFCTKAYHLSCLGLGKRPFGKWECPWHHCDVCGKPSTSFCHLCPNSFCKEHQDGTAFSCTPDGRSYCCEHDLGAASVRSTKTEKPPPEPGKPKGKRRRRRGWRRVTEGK
CDK5 p35 inh: CDK5/p35 (human) kinase inhibition. inhibition, % at 10 µM. actives 0.01% (n = 330,000). Recombinant CDK5/p35, ADP-Glo luminescence, 60 min. Q00535+Q15078;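 active = highest replicate inhibition of at least 50% and at least 75% of replicates reaching 50%; inconclusive = only one of the two criteria met; inactive = both criteria failed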;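 note: plate controls were DMSO neutral control for no effect and GW8510 at 10 µM for full effect; many of its hits are not listed in these tables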
SR-BI DiI inh: blocks mouse SR-BI lipid uptake from DiI-HDL; Q61009; ldlA[mSR-BI] CHO cells, DiI-HDL uptake fluorescence, 3 h; inhibition, % at 12.5 µM; actives 0.96% (n = 320,000); AID 488896;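 active = mean replicate inhibition of at least 70% and a set share of replicates each scoring 70 or more; inconclusive = meets just one of the two criteria; inactive = fails both criteria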;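 note: 0% = median of neutral control wells and 100% = median of positive control wells; values of inactives mirror those of a sister screen read the other way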
DSG3 Ab inh: inhibitors of pemphigus antibody binding to human desmoglein-3; DSG3-coupled beads, scFv-anti-DSG3-GFP binding, flow cytometry; active compounds read low; binding (percent of control), % at 10 µM; actives 0.48% (n = 310,000);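 active = binding more than 3 SD below its plate's average and above zero; inconclusive = below that plate limit but binding exactly zero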;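 note: hits lower antibody fragment binding to DSG3; some compounds called inactive have numbers as strong as hits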
PKA-R2B act: PKA-R2B complex activation; PKA-R2B holoenzyme dissociation, Cy5-IP20 fluorescence polarization; R2B truncated from residue 108, S112A mutant; 0% DMSO only, 100% 113 µM cGMP; activation, % at 11.4 µM; actives 0.079% (n = 340,000); AID 504700;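 active = activation above a cutoff set at the mean over all compounds plus 3 SD, cut at about 18% in these data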;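 note: higher means more holoenzyme dissociation and a rise in polarization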
SR-BI uptake up: activators of SR-BI mediated HDL lipid uptake. activation, % at 12.5 µM. actives 0.096% (n = 320,000). CHO ldlA[mSR-BI] cells, DiI-HDL uptake fluorescence, 3 h; 100 = double the neutral-control signal;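 active = mean replicate activation of at least 60% and every replicate at or above 60%; inconclusive = mean or all-replicate condition met, but not both; inactive = mean below 60% and not all replicates reaching 60%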;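 note: 0% = median plate neutral-control signal and 100% = twice that signal; values of inactives mirror those of a sister screen read the other way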
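Assay system: CHO ldlA[mSR-BI] cells, LDL receptor-null, SR-BI overexpressing; medium: Ham's F12 with 0.5% BSA, HEPES 25 mM, pH 7.4; also added: DiI-HDL 10 µg/mL; timing: 3 h uptake period with compound, 37 °C; signal: DiI fluorescence, bottom read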
Arr AP2 block: blocks beta-arrestin peptide binding to AP2 adaptin. actives 0.31% (n = 340,000). inhibition, % at 10 µM. AID 504490. FITC-arrestin peptide / GST-AP2 beads, flow cytometry; AP2 beta2 appendage carries R879A mutation;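 active = inhibition above a set limit, near 3 SD of compounds lacking own fluorescence, cut at about 54% in these data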;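 note: plate controls were DMSO wells for no effect and 5 µM unlabelled arrestin peptide for full effect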
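Measured by: flow cytometry, FL1 (488/535 nm); Material: AP2 appendage R879A on GSH beads; Evaluation: percent response; Timing: pre-incubation 12 min, peptide binding 1 h, room temperature; Also added: 50 nM FITC-arrestin peptide; Medium: PBS with 0.05% Tween 20 and 0.1% BSA.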
Mot1-301 SUMO: SUMOylation pathway inhibition by Mot1-301 growth rescue; S. cerevisiae Mot1-301 growth rescue, ATP luminescence, 38.5C; percent above DMSO median, 100 means doubled; growth rescue, % at 18.8 µM; actives 1% (n = 320,000); AID 2716;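 active = every valid replicate shows activation above 250% relative to neutral control wells; inactive = the rest, any valid replicate at or below 250%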;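 note: OY570 slx delta 5 strain wells were the positive control but not used for scaling; some compounds called inactive have numbers as strong as hits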
* hit, by the source's call; u = inconclusive; x = not tested or not shown.

dFosB activator,PKA-R1A act,MITF TRPM1 HTS,NSD2 inh,CDK5 p35 inh,SR-BI DiI inh,DSG3 Ab inh,PKA-R2B act,SR-BI uptake up,Arr AP2 block,Mot1-301 SUMO,canonical_smiles
-4.2,0.6,-2.0,-1.4,-2.4,-13.0,104.7,-2.3,13.0,-4.4,10.3,CCc1onc(C)c1C(=O)O
0.9,-2.4,x,x,-3.4,8.8,107.9,-5.6,-8.8,-1.6,-13.9,CC(=O)c1cccc(NC2c3ccccc3C(=O)N2Cc2ccc3c(c2)OCO3)c1 (configuration not stated)
1.1,-2.0,x,1.0,0.4,1.8,111.6,0.7,-1.8,11.1,1.5,CC(C)N1C(=O)S/C(=C\c2ccc(-c3ccc(Cl)c(C(=O)O)c3)o2)C1=O
-8.0,-20.5,x,5.9,-2.1,-6.5,x,-10.9,6.5,-7.2,13.9,COCCCn1c(=NC(=O)c2ccncc2)c(C#N)cc2c(=O)n3cccc(C)c3nc21
0.0,-1.9,2.8,-1.8,1.0,5.1,99.0,-18.2,-5.1,-0.9,-19.4,Cc1cc(-c2n[nH]c(=S)n2/N=C/c2cccs2)n[nH]1
3.7,13.8,-6.3,x,0.9,-33.5,x,-1.6,33.5,3.4,-24.2,CC(C(=O)NC1=NCCS1)N1C(=O)C2CC=CCC2C1=O (configuration not stated)
-2.3,2.0,-1.1,30.3,0.3,2.2,109.3,0.8,-2.2,-8.5,-19.4,CC(C)OC(=O)Nc1ccc2c(c1)N(C(=O)CCN(C)C)c1ccccc1CC2
2.7,-7.2,2.8,-4.5,-0.2,-11.9,97.6,0.8,11.9,0.6,40.5,Cc1nccn1CC(O)COc1ccccc1 (configuration not stated)
-1.1,-3.5,-9.0,1.9,-1.2,17.2,114.0,3.2,-17.2,29.0,-15.3,O=C(CSc1n[nH]c(=O)n1-c1ccccc1)N1CCOCC1
1.3,-2.9,x,1.4,-1.9,27.5,x,2.5,-27.5,-5.0,-7.9,CCOP(=O)(c1ccc(N(C)C)cc1)C(O)c1cc(OC)c(OC)c(OC)c1 (configuration not stated)
-8.8,2.8,9.8,0.8,0.9,18.3,101.5,-9.3,-18.3,-1.0,17.2,CCOc1cccc(C(=O)Nc2cccc(-c3nc4ncccc4o3)c2C)c1
-7.0,-12.0,20.9,-3.4,-4.0,-8.7,88.6,9.9,8.7,23.2,9.9,Cc1cccc(C(=O)Nc2sc3c(c2C(=O)O)CCC3)c1
-2.6,-7.2,5.6,0.5,0.9,-2.6,94.7,2.3,2.6,-2.3,-8.8,Cc1cc(C)cc(NC(=O)COC(=O)CNC(=O)C2CCCCC2)c1
-1.0,7.8,-15.3,-1.2,1.1,13.6,102.3,10.7,-13.6,-7.3,4.1,O=C(N/N=C/c1ccc2c(c1)OCO2)c1ccc(COCC(F)(F)C(F)F)cc1
-2.2,-0.8,x,1.1,-1.4,16.7,104.8,-1.5,-16.7,24.7,10.3,Cc1cnc(NCCc2ccccc2)s1
-13.5,-7.1,16.2,-4.9,-3.9,11.5,92.8,-6.3,-11.5,11.9,-1.9,COc1ccc(Cc2nc3ccc(C(=O)NC(C)c4cn(C)nc4C)cc3o2)cc1 (configuration not stated)
-0.9,-0.6,-29.3,-5.8,2.2,-3.0,103.8,3.1,3.0,-19.1,0.3,O=C(NCCc1ccccc1)c1ccc2nccnc2c1
-0.9,2.0,-9.3,x,1.3,-13.7,98.5,-8.2,13.7,9.7,-8.8,COc1cc2c(cc1OC)-c1nnc(C)n1C1(CCCC1)C2
-11.3,1.1,-16.8,0.4,1.0,11.1,x,0.5,-11.1,-9.9,-0.2,Cc1ccc(N(C)S(=O)(=O)c2cccc(C(=O)OCC(=O)c3c(N)n(C)c(=O)n(C)c3=O)c2)cc1
7.4,-15.1,3.6,1.4,0.9,-10.0,97.9,0.5,10.0,-19.5,-1.3,Nc1ccc(S(=O)(=O)Nc2nccc(/C=C/c3ccc(Cl)cc3)n2)cc1

Some of the entries above, set out differently.
Every second line gives: dFosB activator | PKA-R1A act | MITF TRPM1 HTS | NSD2 inh | CDK5 p35 inh | SR-BI DiI inh | DSG3 Ab inh | PKA-R2B act | SR-BI uptake up | Arr AP2 block | Mot1-301 SUMO
O=C(NCCc1ccccc1)c1ccc2nccnc2c1
 : -0.9 | -0.6 | -29.3 | -5.8 | 2.2 | -3.0 | 103.8 | 3.1 | 3.0 | -19.1 | 0.3
COc1cc2c(cc1OC)-c1nnc(C)n1C1(CCCC1)C2
 : -0.9 | 2.0 | -9.3 | x | 1.3 | -13.7 | 98.5 | -8.2 | 13.7 | 9.7 | -8.8

(list continues)
dFosB activator,PKA-R1A act,MITF TRPM1 HTS,NSD2 inh,CDK5 p35 inh,SR-BI DiI inh,DSG3 Ab inh,PKA-R2B act,SR-BI uptake up,Arr AP2 block,Mot1-301 SUMO,canonical_smiles
-2.4,-8.1,-0.6,4.3,1.1,-31.5,111.2,-11.1,31.5,-1.3,-3.4,COCCCNCC1C(Oc2ccc(Cl)cc2)C(=O)N1c1ccccc1C (configuration not stated)
-8.8,-6.6,-8.1,3.1,0.8,-56.6,118.6,-8.4,56.6,9.1,18.0,COc1ccc(OC)c(NC(=O)c2c(NC(=O)CCC(=O)O)sc3c2CCCCC3)c1
0.3,-13.1,-4.0,-0.3,-1.2,-16.0,100.6,3.4,16.0,5.3,-2.7,O=C(CNC(=O)c1cccc(OC(F)F)c1)OCn1nnc2ccccc2c1=O
-10.5,-17.6,-2.8,8.0,-0.8,2.8,111.6,-5.0,-2.8,22.9,-30.2,CC(=O)N1CCN(c2ccc(NCc3ccc(C(C)C)cc3)cc2)CC1
-2.2,-11.4,x,-7.2,-1.3,31.4,101.2,1.0,-31.4,17.6,6.3,CCOc1ccc(NC(=O)C2CCCN(C(=O)Nc3ccccc3)C2)cc1 (configuration not stated)
-9.6,-7.5,-7.9,-9.9,0.5,0.9,99.7,-10.7,-0.9,-5.2,-13.0,Cc1ccc(Oc2ccc(OCC(=O)NC(C)C(=O)O)cc2)cc1 (configuration not stated)
0.3,8.8,16.8,-4.7,2.2,7.7,98.9,2.3,-7.7,-8.7,-9.4,CC(C)n1c(Oc2ccc(F)cc2)nc2c1c(=O)n(C)c(=O)n2C
-2.6,5.8,5.6,x,-1.3,x,100.4,-1.6,x,-3.5,63.0,Cc1cc(C(F)(F)F)n2ncc(C(=O)O)c2n1
-5.0,5.4,-11.1,0.0,-0.6,-4.3,117.5,7.0,4.3,-11.5,9.5,COC(=O)c1sccc1NC(=O)CC1C(=O)NCCN1C(=O)c1ccc(N(C)C)cc1 (configuration not stated)
-5.5,-0.2,26.1,-3.2,-0.9,-26.0,105.7,-2.8,26.0,-2.1,x,Cc1ccc(C(=O)NNC(=O)c2ccoc2C)s1
-3.1,-10.9,-4.2,-3.0,1.0,-7.9,104.7,-0.8,7.9,15.2,-1.6,CNC(=O)C(=O)NCCC1CCCCN1S(=O)(=O)c1cccs1 (configuration not stated)
-12.6,4.8,-10.9,-0.1,-0.7,25.9,96.3,0.0,-25.9,-4.0,92.4,COc1cc(OC)cc(C(=O)Nc2cccc3nc(C)ccc23)c1
-13.8,-7.6,12.9,-1.5,-5.2,47.6,104.8,-15.1,-47.6,-3.3,-4.9,CCNC(=O)CON=C1c2ccccc2-c2ccccc21
-6.6,-11.0,-2.3,1.4,-0.4,u,100.8,-0.8,-79.1,0.5,11.2,CCOC(=O)c1c(NC(=O)CSc2nc3ccccc3s2)sc(C(C)=O)c1C
6.0,-11.5,12.3,-3.9,-0.1,1.4,102.2,-11.0,-1.4,7.1,-8.9,COc1ccc(OC)c(CN(CCN2CCOCC2)C(=O)Nc2ccccc2)c1
-1.1,-5.8,-92.8,x,-0.4,10.2,105.8,-3.2,-10.2,15.7,296.9*,Cc1ccc(-c2cn3cc(C)ccc3n2)cc1
-7.0,-7.7,-13.2,1.7,-0.8,27.8,98.6,5.2,-27.8,8.4,x,CC(C)(c1cc(Cl)c(O)c(CN2CCOCC2)c1)c1cc(Cl)c(O)c(CN2CCOCC2)c1
-1.3,-7.5,32.8,-1.3,0.3,-7.8,96.8,13.6,7.8,-0.6,-0.1,CCn1cc(S(=O)(=O)Nc2cc(C(=O)OC)ccc2C)cn1
-2.7,-6.5,13.6,3.4,-1.1,1.7,92.0,-3.9,-1.7,14.5,-11.1,COc1ccc(C(C)(C)C)cc1NC(=O)CN1C(=O)C(=O)N(Cc2ccco2)C1=O
5.5,-5.0,3.3,7.6,2.8,-26.4,93.4,-2.1,26.4,8.4,-6.3,CCN1/C(=C2/SC(=S)NC2=O)Sc2ccccc21
1.3,-5.8,-7.8,x,0.1,-9.9,97.2,5.0,9.9,6.9,16.9,CCOc1ccc(N=C2C(=O)Nc3ccc(C)c(Br)c32)cc1
-2.3,-3.6,30.4,4.2,4.1,2.4,102.0,-1.0,-2.4,2.6,-10.5,Cn1c(/C=N/Nc2nc3ccccc3[nH]2)nc2ccccc21
2.6,-11.3,x,2.0,7.8,-6.9,111.6,-0.1,6.9,-8.9,6.9,Cc1cc2c3c(c1)C(C)CC(C)(C)N3C(=O)C2=C(C#N)C#N (configuration not stated)
